Screens (PubChem)
AMA1-RON2 inh: AMA1-RON2 (P. falciparum) interaction inhibition | AlphaScreen AMA1-biotinylated RON2 peptide binding | Potency, µM (doses to about 58.2 µM), for inactives: at the highest dose activity change, negative = inhibition, hits mostly inhibitors | 360,000 tested, 0.2% active;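 note: potency is the fitted concentration of half-maximal effect; 0% = vehicle wells and -100% = peptide control; nearly all actives have a fitted effect of over 45% in size; some results filed as inactive show a strong effect at the top dose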
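AMA1 (3D7) with his tag at 25 nM final met compounds first, then biotinylated RON2 peptide at 25 nM; detection used donor plus acceptor beads, 10 µg/mL apiece, read by AlphaScreen after 30 min at room temperature.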
HCV inhibitor: HCV inhibition; 340,000 tested, 3.4% active; Huh7.5.1 HCVcc-Cre infection, luciferase reporter, 44 h; Potency, µM (highest dose often 41.8 µM), for inactives: at the top dose activity change, negative = inhibition, actives largely listed as inhibitors; note: potency is the fitted concentration of half-maximal effect
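Whole-lifecycle infectious HCVcc-Cre system; cells 1,000/well, compound then virus (~0.5 moi) added 4 h after plating, 44 h culture. Luciferase read 15 sec following 15 min substrate incubation, room temp.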
HCMV antiviral: inhibitors of human cytomegalovirus; HFF cells, HCMV-luciferase reporter, 72 h; active compounds read low; 410,000 tested, 4.5% active; activity change, negative = inhibition, % at 57.5 µM; in the data active = activity change below about -60%; inconclusive = no clear call, values can overlap the other calls; inactive = above about -39%
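Cell-based, HFFs, 1000 cells/well, 16 h 37C; cpds in DMSO + HCMV-luc, MOI 1 PFU/cell; 72 h 37C; OneGlo luminescence after 5 min RT; norm. to buffer vs Salinomycin 10uM.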
AmpC inh detg: AmpC beta-lactamase inhibition with detergent present; P00811; AmpC hydrolysis of nitrocefin, absorbance 480 nm, 0.01% Triton; Potency, µM (top dose mostly 114 µM), without a hit: at the highest dose activity change, negative = inhibition, most hits filed as inhibitors; 370,000 tested, 0.041% active;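 note: potency is the fitted concentration of half-maximal effect; 0% = no-compound wells and -100% = no-enzyme wells; nearly all actives have a fitted effect of over 25% in size; some results filed as inactive show a strong effect at the top dose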
Target sequence (P00811 whole entry, looked up): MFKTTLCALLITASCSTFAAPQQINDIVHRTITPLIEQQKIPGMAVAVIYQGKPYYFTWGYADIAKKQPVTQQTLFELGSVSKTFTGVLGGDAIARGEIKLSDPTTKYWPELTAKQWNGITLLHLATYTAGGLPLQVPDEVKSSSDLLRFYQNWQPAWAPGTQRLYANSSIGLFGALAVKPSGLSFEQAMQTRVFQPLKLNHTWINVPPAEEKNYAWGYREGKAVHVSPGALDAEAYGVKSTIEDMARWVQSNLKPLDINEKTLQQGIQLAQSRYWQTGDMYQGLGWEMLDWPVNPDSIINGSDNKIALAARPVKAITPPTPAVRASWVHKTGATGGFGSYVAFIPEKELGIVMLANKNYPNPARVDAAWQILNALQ
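20 mM phosphate pH 7.0 + 0.01% (detergent screen) or 0.0001% Triton X-100; 5.3 nM AmpC reagent; cpd preinc 15 min RT; nitrocefin (800 uM stock) to start; A480 q20 s × 4 min; Activity was normalised to no-enzyme and no-compound control wells.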
Giardia FBPA inh: Giardia lamblia aldolase inhibition; 290,000 tested, 0.71% active; purified Giardia FBPA; A8B2U2; Potency, µM (highest dose often 59.6 µM), without a hit: at the highest dose activity, negative = inhibition, most hits filed as inhibitors; note: potency is the fitted concentration of half-maximal effect; nearly all actives have a fitted effect of over 55% in size
Target sequence (A8B2U2 whole entry, looked up): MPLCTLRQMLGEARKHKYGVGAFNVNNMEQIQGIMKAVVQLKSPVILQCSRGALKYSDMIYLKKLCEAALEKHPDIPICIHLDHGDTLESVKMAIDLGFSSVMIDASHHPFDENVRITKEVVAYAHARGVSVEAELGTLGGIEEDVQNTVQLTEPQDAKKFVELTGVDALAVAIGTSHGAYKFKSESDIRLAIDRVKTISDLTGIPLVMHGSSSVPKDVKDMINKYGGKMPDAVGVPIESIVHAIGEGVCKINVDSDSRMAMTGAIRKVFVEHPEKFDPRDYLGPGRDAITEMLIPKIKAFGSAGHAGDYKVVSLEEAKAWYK
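40 nM FBPA preincubated 10 min at RT with compound (up to 57.5 uM final), then substrate plus GAPDH/TPI/NAD/arsenate coupling and diaphorase/resazurin added. Fluorescence read after 20 min at RT, 525/598 nm.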
Sm TGR block: blocks Schistosoma mansoni thioredoxin glutathione reductase. Q962Y6. purified TGR, DTNB reduction, TNB absorbance 405 nm. Potency, µM (doses to about 114 µM), inactives show top-dose activity change, negative = inhibition, hits mostly inhibitors. 360,000 tested, 3% active; note: potency is the fitted concentration of half-maximal effect; nearly all actives have a fitted effect of over 60% in size
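First, TGR (20 nM dispensed) and NADPH were mixed with compound. Second, a 15 min room-temperature incubation followed. Third, further NADPH and then DTNB were added to start the reaction. Finally, TNB absorbance was monitored kinetically.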
Active calls of the source: *; ? = inconclusive; . = no result given; & = joins results of further samples; [ ] = dose if it differs, or a comment. Unless noted, calls come from the whole dose curve; as a rule, active = well fitted curve in the direction sought with a large enough effect; inconclusive = small, poorly fitted or top-dose-only effect, or another doubt; inactive = no such curve, though single readings can be large; an effect the other way counts as inactive or inconclusive. Unless noted, % is set by controls: 0 for no effect and ±100 for the full control effect.

SMILES | AMA1-RON2 inh | HCV inhibitor | HCMV antiviral | AmpC inh detg | Giardia FBPA inh | Sm TGR block
CCOC(=O)c1c(-c2ccccc2)csc1NC(=O)C1CCCO1 (configuration not stated) | 0% | 10µM* | 10 | -14% | 7% | 0%
O=C(Nc1ccc(Cl)c(S(=O)(=O)N2CCOCC2)c1)c1cccs1 | 3% | -14% | -28 | . | . | .
COc1ccc(NC(=O)CN2C(=O)C(C)Oc3ccccc32)cc1 (configuration not stated) | 14% | -4% | 28 | -17% | 2% | -30%
CC(C)Oc1ccc(CNC(=O)c2ccccc2NC(=O)c2nsc3ccccc23)cc1 | . | . | 0 | 0% | . | -2%
COc1ccc(C(=O)COC(=O)c2nn(C)c(=O)c3ccccc23)c(OC)c1 | -13% | 4% | -15 | 0% | 1% | 1%
COc1ccc(Nc2c([N+](=O)[O-])ccc3c2=NC2(CCCCC2)N=3)cc1 | 8.9µM* | ? | ? | -4% | ? | 0%
Cc1ccc(S(=O)(=O)N2CCOCC2)cc1NC(=O)CN(C)C1CCS(=O)(=O)C1 (configuration not stated) | 12% | 15% | -36 | 5% | 6% | 7%
CCOC(=O)c1oc2c(O)c(O)ccc2c(=O)c1-c1nncn1-c1ccccc1 | 4% | 4% | 79 | -7% | 4.5µM* | -3%
O=C(O)c1cc(Cl)nc2ccccc12 | -8% | 7% | -29 | 1% | 0% | 0%
CC(NS(=O)(=O)c1ccc2c(c1)C(=O)c1cc(S(=O)(=O)NC(C)C(=O)O)ccc1-2)C(=O)O (configuration not stated) | -15% | 12% | 61 | 1% | 8% | -4%
O=C(Nc1ccc2nsnc2c1)c1cccs1 | 45%[activator] | -16% | 16 | -11% | -12% | -2%
CCC(=O)c1ccc(N2CCN(C(=O)c3ccc(Br)cc3)CC2)c(F)c1 | 4% | ? | -34 | 6% | 8% | ?
COC(=O)C1=CN(CCCN2CCCC2=O)C=C(C(=O)OC)C1c1cccs1 | -8% | 25% | 27 | -1% | -12% | -15%
COc1ccc(S(=O)(=O)N2CCCCC2)cc1NC(=O)CN(C)C1CCCCC1 | 3% | 11µM* | -38 | -14% | 0% | 0%
CC1(C)OC(=O)C(=CNc2cccc(C(=O)O)c2)C(=O)O1 | 6% | 5% | -3 | 0% | 1% | -23%
CC(=O)Nc1ccc(S(=O)(=O)NNC(=O)c2ccc(S(=O)(=O)N3CCCCC3)cc2)cc1 | -4% | -4% | -33 | 0% | 1% | -5%
COc1ccc(NC(=O)CCCn2cc([N+](=O)[O-])cn2)cc1 | -6% | 5% | 67 | 0% | 0% | 3%
C=C(C)CN(CC)C(=O)CN1C(=O)NC2(CCCc3ccccc32)C1=O (configuration not stated) | 7% | 11% | 1 | 0% | . | -25%
COC(=O)NNC(=O)c1ccc(Cl)cc1Cl | 20% | 11% | 35 | -6% | 2% | 1%
O=C(c1cccs1)N(Cc1cccnc1)c1nc2c(Cl)cccc2s1 | . | . | 0 | 3% | . | -2%
Cc1cc(C)c2oc(C(=O)Nc3ccc(S(=O)(=O)N4CCCCCC4)cc3)cc(=O)c2c1 | . | . | -10 | 17% | . | 0%
COc1cccc(CNS(=O)(=O)c2cc(CN3C(=O)c4cccnc4C3=O)ccc2OC)c1 | 23% | 15% | -21 | -2% | -2% | -9%
COc1ccc(Cl)cc1NC(=O)CSc1nc2ccccc2c2nc(-c3ccccc3)nn12 | . | . | 12 | 9% | . | 8%
CCOC(=O)c1c(NC(=S)N2CCOCC2)sc(C)c1C | -16% | 8% | -5 | 1% | -1% | -23%
Cc1ccccc1NC(=O)N1C2CCCC1CC(NC(=O)C(C)(C)C)C2 (configuration not stated) | 16% | 7% | 72 | -26% | 1% | 1%
Cc1ccc2nc(N(CCCN(C)C)C(=O)c3ccc(Br)s3)sc2c1 | -4% | 10µM* | 0&-2 | 5%&24% | 5% | 33%&-3%
CC(C)(CNC(=O)c1cccc(S(=O)(=O)Nc2ccc(Br)cc2)c1)N1CCOCC1 | 1% | ? | -11 | ? | . | -5%
Cc1[nH]c2ccccc2c1/C=N/NC(=O)CCC(=O)Nc1ccccc1 | 11% | 9% | -10 | 0% | -10% | 18%
COc1ccc(NC(C)=O)cc1S(=O)(=O)Nc1cccc(S(=O)(=O)NC2=NCCC2)c1 | -4% | 13% | 46 | -1% | . | -24%
COc1cc(OC)c(NS(=O)(=O)c2c(C)nc3sc(C)cn3c2=O)cc1Cl | . | . | -11 | -7% | . | -4%
CCOC(=O)NC(=O)/C(C#N)=N\Nc1cccc(OC)c1 | 8% | 7% | 1 | -3% | -2% | -7%
CN(C(=O)c1ccc(F)c(S(=O)(=O)N2CCOCC2)c1)C1CCCCC1 | -9% | 9% | -4 | 1% | . | -23%
Cc1cccc(C(=O)Nc2cc(NC(=O)c3cccs3)ccc2C)c1 | -8% | ? | -37 | -10% | -6% | 1%
COc1ccc(OCc2cc(C(=O)N(C)C(C)c3ccon3)no2)c(Cl)c1 (configuration not stated) | 6% | -14% | -93* | 4% | . | ?
O=C(Nc1ccc(Br)cc1)c1ccccc1Br | 5% | -17% | 36 | 1% | -2% | -8%
CCOC(=O)c1c(C)[nH]c(C(=O)Cn2nnc(-c3ccccc3Cl)n2)c1C | -11% | ? | 1 | 1% | 0% | -7%
Cc1cccc(OCc2n[nH]c(=S)n2Cc2ccccc2)c1 | 90%[activator] | -5% | 53 | 5% | 0% | .
CC(C)(Oc1ccc(Br)cc1)C(=O)N1CCc2ccccc21 | 17% | 0% | -4 | -10% | -2% | 3%
O=C(NCCCN1CCN(CCCNC(=O)c2cc([N+](=O)[O-])ccc2Cl)CC1)c1cc([N+](=O)[O-])ccc1Cl | -7% | ? | 15 | -10% | 5% | -9%
NC(=O)C(=O)NN=C1C2CC3CC(C2)CC1C3 | 19% | 2% | 17 | 1% | -10% | 12%
CC1=NOC2(C1)/C(=N/O)CCC/C2=N\O (configuration not stated) | 13% | 9% | 23 | -14% | 0% | 6%
Cc1ccc(OCC(=O)Nc2ccc(-c3nc4ccc(C)cc4o3)cc2)cc1 | . | . | -19 | -4% | . | 2%
CN(c1ncnc(N)c1[N+](=O)[O-])C1CCS(=O)(=O)C1 (configuration not stated) | -19% | -25% | -74* | 1% | 0% | 1%
CN(C)c1ccc(/C=[N+](\[O-])C2SC(=S)N(C)C2(C)C)cc1 (configuration not stated) | -25% | 13% | 49 | -18% | -1% | -15%
COc1cc(NC(=O)c2ccc(C(C)(C)C)cc2)c(OC)cc1NC(=O)CN1CCCCC1 | -11% | -9% | ? | 5% | -9% | 0%
Cc1ccccc1C1CC(c2ccc(F)cc2)Nc2nc(N)nn21 (configuration not stated) | 0% | 1% | -3 | ? | 2% | -9%
COc1ccc(-c2cccc(C(=O)N3CCOCC3)c2)cc1 | 3% | 10% | 57 | ? | 5% | 11%
O=C(CCCN1C(=O)/C(=C/c2ccc(F)cc2)SC1=S)NC1CCS(=O)(=O)C1 (configuration not stated) | 4% | -7% | -72* | -1% | 10% | 3%
O=C(Nc1ccccc1F)c1ccc(Cn2nc(N3CCN(c4ccccc4)CC3)ccc2=O)o1 | . | . | ? | 3% | . | 6%
O=C(Nc1ccc(Cl)cc1)C1CCN(c2nc3ccccc3nc2C(F)(F)F)CC1 | . | . | -22 | -1% | . | 11%
COc1ccc(C(=O)OCC(=O)Nc2ccc(OC(F)F)cc2)c(OC)c1 | 5% | ? | 21 | 3% | 8% | 0%
O=C(CN1C(=O)COc2ccc(S(=O)(=O)N3CCCC3)cc21)N1CCN(c2ccc(Cl)cc2)CC1 | . | . | -16 | 10% | . | 1%
CCCCCNC(=O)c1ccc2c(=O)n(CCc3ccccc3)c(=O)[nH]c2c1 | . | . | 0 | 4% | . | 2%
Cc1ccc(SCc2cn3c(C)cc(C)nc3n2)cc1 | -10% | 22% | 16 | 2% | -8% | -3%
COC(=O)N/N=C/c1ccc(/C=N/NC(=O)OC)cc1 | 6% | 0% | -3 | -5% | 5% | 7%
Cc1nc(SCC(=O)Nc2ccc(Br)cc2)[nH]c(=O)c1Cc1ccccc1 | . | . | 4 | -3% | . | -8%
COCC(C)n1c(SCC(=O)N2CCOCC2)nc2ccccc2c1=O (configuration not stated) | 13% | -3% | -9 | . | . | .
Cc1ccc(C(=O)N/N=C\c2cc3c(cc2Br)OCO3)s1 | -1% | -5% | 41 | ? | 2% | -2%
Cn1c(=O)[nH]c(=O)c2[nH]c(CN3CCN(Cc4ccccc4)CC3)nc21 | 39%[activator] | 11% | -34 | -6% | -24% | -10%
COc1cc2c(C(=O)N3CCN(c4ccc(C)cc4)C(C)C3)cn(CC(C)C)c(=O)c2cc1OC (configuration not stated) | . | . | -18 | 5% | . | -1%

(next part)
SMILES | AMA1-RON2 inh | HCV inhibitor | HCMV antiviral | AmpC inh detg | Giardia FBPA inh | Sm TGR block
COc1ccc(C2=C(C=C(C#N)C#N)C(c3ccccc3C)c3ccccc3O2)cc1OC (configuration not stated) | -17% | ? | -11 | ? | -10% | -30%
CCOc1ccc(NC(=O)C(c2ccccn2)N(C(=O)CCl)c2ccc(OCC)cc2)cc1 (configuration not stated) | 4% | 0% | . | -2% | ? | 45µM*
O=c1[nH]cnc2scc(-c3ccccc3)c12 | -3% | 8% | -34 | 1% | -6% | 8%
O=C(c1cnc(N2CCCCC2)c2ccccc12)N1CCN(c2ccc(Cl)cc2)CC1 | . | . | -26 | -9% | . | -4%
COc1ccc(NC(=O)c2ccc(OCc3c(C)noc3C)c(OC)c2)cn1 | -11% | -7% | -29 | 4% | -3% | 7%
Cc1csc(NC(=O)CSc2nnc(C)c(=O)n2N)n1 | 4% | 4% | -1 | -5% | 14% | -5%
Cc1cccc2sc(N3CCN(C(=O)c4ccco4)CC3)nc12 | . | . | 46 | 2% | . | 7%
COc1ccc(NS(=O)(=O)c2cccc(C(=O)NN=C(C)c3ccco3)c2)cc1 | 94%[activator] | 4% | 58 | . | . | .
COc1cccc(C(c2nnnn2CCc2ccccc2)N2CCN(c3ccccc3)CC2)c1OC (configuration not stated) | -16% | ? | 49 | ? | -3% | -36%
Cc1cc(C)n(CC(=O)N/N=C/c2cc([N+](=O)[O-])ccc2O)n1 | 27%[2.32 µM] | 10% | -22 | -5% | 16% | 4%
CN1CCN(C(=O)CSc2nnc(COc3ccccc3)o2)CC1 | -8% | ? | -7 | -12% | 7% | 8%

Complete entries from above. Order of values: AMA1-RON2 inh, HCV inhibitor, HCMV antiviral, AmpC inh detg, Giardia FBPA inh, Sm TGR block
Profile of Cc1cc(C)n(CC(=O)N/N=C/c2cc([N+](=O)[O-])ccc2O)n1 : 27%[2.32 µM], 10%, -22, -5%, 16%, 4%
Profile of Cc1cccc2sc(N3CCN(C(=O)c4ccco4)CC3)nc12 : ., ., 46, 2%, ., 7%
Profile of O=C(c1cnc(N2CCCCC2)c2ccccc12)N1CCN(c2ccc(Cl)cc2)CC1 : ., ., -26, -9%, ., -4%
Profile of CN1CCN(C(=O)CSc2nnc(COc3ccccc3)o2)CC1 : -8%, ?, -7, -12%, 7%, 8%
Profile of O=c1[nH]cnc2scc(-c3ccccc3)c12 : -3%, 8%, -34, 1%, -6%, 8%
